Screening results deposited in PubChem BioAssay by several laboratories.
AI-2 QS modul = modulates the Vibrio harveyi AI-2 quorum sensing system. Vibrio harveyi JMH597 AI-2 luminescence/OD600 ratio, 9 h; active compounds read low; strain lacks LuxN and CqsS sensors; 0 = neutral-control median. activity change, % at 7.5 µM. 0.4% of 300,000 active; in the data active = activity change below about -75%, passing the limit was not always enough;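 also: luminescence divided by OD600 gain over 9 h not by final OD600 alone; inactives centre near 13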
PolyA inh = yeast polyadenylation inhibition; S. cerevisiae SKY197-pL101 polyadenylation reporter, beta-gal luminescence; efflux-impaired pdr1/pdr3 knockout yeast; score 100 = 6 SD above DMSO; 0.02% of 300,000 active; calls only at 12 µM;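 active = lowest replicate activity score at least 50, where 100 means six control SD above control mean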;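 also: yeast exposed to compound for 9 h at 30 °C; higher score means more reporter readthrough which indicates perturbed polyadenylation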
HSP90 refold inh = inhibitors of HSP90 luciferase refolding in rabbit reticulocyte lysate; luciferase refolding luminescence, 3 h; inhibition, % at 5.6 µM; 0.91% of 290,000 active; AID 1789;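 active = inhibition above the screen-wide mean plus 3 SD, computed separately per campaign, cut at about 16% in these data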;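 also: 0% = DMSO wells and 100% = 60 µM geldanamycin wells; inhibitors lower the luminescence because luciferase stays unfolded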
IEC-6 cytotox = kills IEC-6 intestinal cells in KLF5 counter-screen; inhibition, % at 5 µM; IEC-6 cytotoxicity, luminescence viability; 0.78% of 290,000 active; in the data active = inhibition above about 22%;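 also: 0% = plate median of test compound wells and 100% = cytotoxic reference compound wells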
GSK3B inh = inhibitors of human GSK3beta kinase; P49841; GST-GSK3beta kinase, ADP-Glo luminescence, 60 min; active compounds read low; activity score (negative = inhibition), % at 10 µM; 0.038% of 300,000 active;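 active = more than half of replicate wells score below -50%, meaning over 50% inhibition versus plate controls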;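 also: 0% = median DMSO wells and -100% = median GW8510 positive control wells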
Target sequence (P49841 whole entry, looked up): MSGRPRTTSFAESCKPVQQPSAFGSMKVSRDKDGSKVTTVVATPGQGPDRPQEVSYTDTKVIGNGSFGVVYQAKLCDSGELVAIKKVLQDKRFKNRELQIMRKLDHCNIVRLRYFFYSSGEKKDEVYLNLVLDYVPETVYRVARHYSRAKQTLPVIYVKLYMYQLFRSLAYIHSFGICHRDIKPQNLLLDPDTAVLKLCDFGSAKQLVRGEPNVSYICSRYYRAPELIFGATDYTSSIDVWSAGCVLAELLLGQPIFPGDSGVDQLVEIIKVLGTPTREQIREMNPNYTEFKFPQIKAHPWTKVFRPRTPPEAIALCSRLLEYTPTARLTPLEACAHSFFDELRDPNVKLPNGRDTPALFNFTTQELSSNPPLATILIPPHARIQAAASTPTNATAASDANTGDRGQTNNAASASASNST
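Assay system: GST-tagged human GSK3beta kinase, cell-free; Input: 1.6 ng GSK3beta; Medium: Tris/MgCl2 kinase buffer; Timing: 60 min enzyme reaction, room temperature; Signal: ADP-Glo luminescence quantifying ADP generated by kinase; Evaluation: score relative to plate controls; Benchmarks: DMSO neutral wells and GW8510 at 20 µM as positive.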
aSyn 5UTR inh = 5' untranslated region of α-synuclein, MLPCN primary screen; alpha-synuclein 5'UTR reporter, inhibitor activity; inhibition, % (tested at 7.5 µM); 0.82% of 300,000 active; AID 1813; in the data active = inhibition above about 60%;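 also: H4 neuroglioblastoma cells stably carrying SNCA 5'UTR luciferase fusion; 0% = DMSO wells and 100% = positive control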
KLF5 inh = inhibitors of KLF5 expression | DLD-1 KLF5 promoter-luciferase reporter, luminescence | inhibition, % at 5 µM | 0.23% of 290,000 active;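 active = inhibition above a per-plate limit of that plate's mean compound inhibition plus 3 SD, cut at about 60% in these data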;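 also: 0% = DMSO wells and 100% = LY294002 at 200 µM; higher means less KLF5 promoter-driven luciferase light; inactives centre near -14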
GSK3 alpha inh = blocks human GSK-3 alpha kinase | ADP-Glo luminescence, 60 min | 0.1% of 320,000 active | inhibition, % at 10 µM | AID 2650;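 in the data active = inhibition above about 50%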;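 also: GST-tagged GSK-3 alpha with peptide substrate and 25 µM ATP; 0% = DMSO neutral wells and 100% = GW8510 positive control wells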
Target sequence (P49840 whole entry, looked up): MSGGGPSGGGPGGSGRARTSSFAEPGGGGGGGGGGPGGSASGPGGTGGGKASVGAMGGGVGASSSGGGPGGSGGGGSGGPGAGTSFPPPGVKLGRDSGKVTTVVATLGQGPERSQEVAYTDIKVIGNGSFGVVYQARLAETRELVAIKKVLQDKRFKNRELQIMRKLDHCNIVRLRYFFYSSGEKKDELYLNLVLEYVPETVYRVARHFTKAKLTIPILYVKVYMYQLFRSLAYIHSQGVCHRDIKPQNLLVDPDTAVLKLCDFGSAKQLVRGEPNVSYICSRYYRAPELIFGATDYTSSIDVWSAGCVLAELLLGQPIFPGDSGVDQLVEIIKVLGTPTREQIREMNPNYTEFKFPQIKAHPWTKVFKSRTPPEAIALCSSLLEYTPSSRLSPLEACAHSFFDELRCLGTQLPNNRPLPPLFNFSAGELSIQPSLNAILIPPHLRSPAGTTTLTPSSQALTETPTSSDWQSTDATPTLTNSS
HSF1 inhib = HSF1 inhibition; activity change, negative = inhibition, % at 7.5 µM (by protocol); AID 2098; NIH3T3-HGL HSE-luciferase, MG132-induced, luminescence 8 h; active compounds read low; 0.77% of 300,000 active;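 active = more than half of replicate wells show activity change below -50%, luminescence cut by over half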;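 also: luciferase reports HSF-1 transcriptional activity via heat shock element; 0% = median of DMSO wells and -100% = zero luminescence signal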
HSF1 activator = increases HSF-1 driven luciferase reporter signal | activation, % at 9 µM | 1.7% of 300,000 active | NIH3T3-HGL HSF-1 luciferase reporter, MG132, 8 h; 100% = twice DMSO control signal;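 active = mean replicate activation of at least 50% with a set share of replicates each reaching 50%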;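 also: 0% = median of the neutral control wells and 100% = twice that signal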
Numbers without * were called inactive; i = inactive; . = not tested or not shown. Only part of the results is shown; the hit share may differ from the screen's.

Structure,AI-2 QS modul,PolyA inh,HSP90 refold inh,IEC-6 cytotox,GSK3B inh,aSyn 5UTR inh,KLF5 inh,GSK3 alpha inh,HSF1 inhib,HSF1 activator
CN(C(=O)COC(=O)c1cccnc1Nc1ccccc1F)C1CCS(=O)(=O)C1 (stereo unspecified),18,i,3,0,-3,-27,-32,2,6,16
CN(C)c1ccc(NC(=O)c2ccc3c(c2)nnn3C)cc1,5,i,2,3,2,-47,-76,-1,10,14
Cc1ccc(-c2nc3c(c(=O)[nH]c(=O)n3Cc3ccccc3)n2Cc2ccccc2)o1,34,i,3,-3,1,8,13,.,20,62*
COc1cc(C2CC(c3cccs3)=NN2C(=O)CCl)ccc1OC(F)F (stereo unspecified),11,i,3,-1,-2,107*,-14,-2,-67*,-72
COc1ccc(S(=O)(=O)NCCc2ccccc2)cc1OC,-2,i,-3,-8,3,4,-22,-7,-3,8
Cc1nn(C)c(C)c1S(=O)(=O)N(CC(=O)Nc1nccs1)c1ccc(C(C)C)cc1,6,i,-5,0,-26,-3,-6,.,-1,9
CC1(C)CC2(CC(c3ccc(F)cc3)c3ccc(O)cc3O2)NC(=S)N1 (stereo unspecified),-10,i,-1,-6,0,0,-23,-5,3,5
CC(=O)N1CCN(C(=O)C(Cc2c[nH]c3ccccc23)NC(=O)c2ccccc2Cl)CC1 (stereo unspecified),25,i,-4,-1,4,12,5,-2,-1,-2
O=C(C1COc2ccccc2O1)N1CCCC1 (stereo unspecified),17,i,0,-5,1,-27,-10,-1,-5,-1
CCOC(=O)[C@@H]1[C@H]2COc3ccc(Br)cc3[C@@H]2N2C(=O)N(c3cccc(F)c3)C(=O)[C@]12C,19,i,.,.,1,0,.,-1,0,1
Cc1cc(C)cc(C(=O)NC(CC(N)=O)c2ccc(NCCN3CCOCC3)c([N+](=O)[O-])c2)c1 (stereo unspecified),16,i,-8,-6,1,14,-22,1,-2,-8
O=C(CCN1C(=O)C2C3C=CC(C4CC34)C2C1=O)OCC(=O)c1ccccc1 (stereo unspecified),47,i,-3,5,-2,-14,-3,-1,2,-8
CCN(Cc1ccccc1)C(=O)CSc1n[nH]c(N)n1,41,i,-3,-2,-2,3,7,-3,-3,5
O=c1[nH]nc(Cc2ccc(Cl)cc2Cl)c2ccccc12,22,i,3,-4,0,34,-17,0,11,35
COc1ccccc1CC(=O)Nc1ccc(S(=O)(=O)N2CCN(C)CC2)cc1,16,i,-2,-4,-1,10,-33,0,-5,-1
NC(=O)C1CCN(C2=C(Cl)C(=O)c3ccccc3C2=O)CC1,8,i,3,5,1,-24,-18,0,41,75*
COc1ccccc1OCc1nnc(SCC(=O)Nc2nnc(C3CC3)s2)n1C,7,i,-2,-1,-2,13,-14,-2,2,0
CCC(C)NC(=O)C1(C)CCC(=O)N1Cc1ccccc1OC (stereo unspecified),24,i,3,-3,2,23,8,-3,-74*,-80
O=C1Nc2ccccc2C1(O)C/C(=N/O)c1ccccc1 (stereo unspecified),8,i,-1,-1,-1,-2,3,-4,0,23
O=C(Cn1cc2c(n1)CCCC2)N1CCc2ccccc21,6,i,-6,-1,3,-25,-34,-3,-7,-1
CCOc1ccc(/C=C/C(=O)c2c(O)cc(C)oc2=O)cc1,16,i,-3,-6,-1,-182,-73,-2,16,37
COc1ccc2nc(-c3ccc(N)cc3)[nH]c2c1,19,i,6,6,0,40,-28,2,-2,-3
O=C(CSc1ncnc2c1oc1ccccc12)Nc1nccs1,32,i,-4,4,1,-10,-23,-4,-2,-7
Cc1ccc(N=C2NC(=O)/C(=C/C=C/c3ccco3)S2)cc1C,18,i,7,-10,-1,-81,-5,-2,-9,5
O=C(C1CCCN(S(=O)(=O)c2ccccc2)C1)N1CCCc2ccccc21 (stereo unspecified),11,i,0,-4,-3,9,-16,1,16,-1
CCOc1ccccc1OCCCCCc1c(C)n[nH]c1C,14,i,0,5,-2,2,6,0,-5,-2
Cc1cccc(N(Cc2ccccc2)C(=O)c2ccc(CS(C)(=O)=O)cc2)c1,21,i,-5,-2,0,-10,-10,-2,6,5
Cc1nn(Cc2ccc([N+](=O)[O-])cc2)c(=O)n1-c1ccc(Cl)cc1,18,i,-3,-1,-2,25,-19,3,-1,1
Cc1ccc(Cn2c(SCC(=O)N/N=C/c3ccccc3OCC(=O)O)nc3ccccc32)cc1,12,i,0,3,3,8,7,-5,3,-9
O=C1CC(/C=C/c2ccccc2)(C(=O)NC2CCCC2)N1c1ccc(S(=O)(=O)N2CCCC2)cc1 (stereo unspecified),15,i,-3,9,8,23,2,0,4,-15
COc1ccc(CN2CCCCCC2)c(C)c1C,11,i,-1,1,-2,12,-31,-2,-2,-4
CCOC(=O)/C(=C\C=C1/Sc2cc(OCC)c(OCC)cc2N1CC)C(C)=O,25,i,-5,0,0,17,1,6,-9,4
O=C(NCCN1CCCC1=O)C1CCC(=O)N(CCc2ccc(Cl)cc2)C1 (stereo unspecified),-4,i,3,-4,-3,-7,-12,-1,4,2
O=C(/C=C/c1ccco1)NC(=S)Nc1ccc(N2CCCC2)cc1,23,i,-3,-7,4,-70,-22,-2,-9,-18
Cc1ccc(C(=O)OC2CCOC2=O)cc1NC(=O)c1ccco1 (stereo unspecified),3,i,2,-1,-1,1,8,0,0,-4
O=C(CN(C(=O)c1csnn1)c1cccc(C(F)(F)F)c1)NCCc1ccccc1,14,i,-3,-5,0,4,-26,-2,0,6
C=CCc1cccc(Cl)c1OCCCNC1CCCC1,23,i,-2,6,1,-10,-18,2,-6,-1
CC(C)c1nnc(NC(=O)c2nc(S(=O)(=O)Cc3ccc(F)cc3)ncc2Cl)s1,-3,i,9,19,1,-43,2,-3,-84*,-87
O=C(Nc1cc(C(F)(F)F)ccc1N1CCOCC1)c1ccc[n+]([O-])c1,9,i,0,-1,-1,7,-20,0,-4,40
CCCC(CCC)C(=O)Nc1ccc2c(c1)N(C(=O)CCN1CCN(C)CC1)c1ccccc1CC2,2,i,2,0,-7,-14,0,7,-63*,-68
CCCn1c(-c2ccncc2)n[nH]c1=S,11,i,-2,-1,-2,3,-2,-2,-6,-8
Cn1nc(C(=O)Nc2ccc(S(=O)(=O)N3CCCCC3)cc2)ccc1=O,18,i,3,18,-4,-2,8,-1,-2,-4
CCn1nc(NC(=O)c2ccncc2)c2cc3ccccc3nc21,16,i,0,0,-2,7,-12,1,-9,-19
CN(C(=O)c1c(Cl)nc2sccn12)C1CCCCC1,10,i,6,8,0,28,16,2,.,.
CCc1cc(C(=O)Cc2nc3ccccc3s2)c(O)cc1OCC(=O)O,-3,i,-2,-3,7,0,3,-3,-3,-4
Cc1ccc(SC(C)C(=O)NC2CC2)cc1 (stereo unspecified),-2,i,-1,1,1,-3,-34,1,-2,-21
COC(=O)c1ccc(COC(=O)c2cnc(Cl)c(Cl)c2)cc1,31,i,5,-1,1,-52,-9,0,-13,-3
O=C(Nc1cccnc1)c1cccs1,18,i,-5,2,1,9,72*,2,-4,-1
O=C(NCc1ccccc1)C(c1ccccn1)N(C(=O)c1csnn1)c1ccccc1F (stereo unspecified),17,i,-1,-3,0,0,10,0,3,-3
CCOc1cccc(-c2nn3c(-c4ccccn4)nnc3s2)c1,24,i,1,3,-1,-38,-28,4,4,18
Clc1ccc(C2=CSC3=NCCN23)cc1Cl,22,i,0,7,-2,1,13,2,5,22
COc1cccc(C(=O)NCCS(=O)(=O)NC2CCCC2)c1,24,i,.,.,-2,4,.,-7,0,3
CC(C)OC(=O)c1cccc(-c2ccc(C=O)o2)c1,38,i,-1,-4,-5,-39,-19,1,15,30
O=C(CN1CCC(N2CCCCC2)CC1)N1CCCc2ccccc21,9,i,4,0,-1,-17,-20,-1,-1,-17
COc1ccc(Cc2nc3ccc(C(=O)NCC4COCCO4)cc3o2)cc1OC (stereo unspecified),29,i,-4,1,3,2,-20,.,-3,-6
Cc1cc(Cl)c(S(=O)(=O)N2CCSCC2)cc1OCC(N)=O,17,i,-1,0,1,14,-6,1,-3,-5
CCOC(=O)C(=O)N1CCN(c2nc(-c3ccc(Cl)cc3)cs2)CC1,-5,i,-3,-1,1,13,-5,1,5,13
CC1(c2ccc3c(c2)OCO3)NC(=O)N(CC(=O)c2ccc[nH]2)C1=O (stereo unspecified),10,i,.,.,3,-6,.,0,2,3
COc1ccc(/C=N/NC(=O)c2cc(-c3cccnc3)nc3ccccc23)c(OC)c1,11,i,-2,-4,5,0,6,0,-3,-3
CCCN1CCN(CCCNC(=O)CCNC(=O)Cn2ccc3ccccc3c2=O)CC1,13,i,-3,2,-2,0,10,-3,-3,18

Continuation:
Structure,AI-2 QS modul,PolyA inh,HSP90 refold inh,IEC-6 cytotox,GSK3B inh,aSyn 5UTR inh,KLF5 inh,GSK3 alpha inh,HSF1 inhib,HSF1 activator
Fc1cc(F)cc(NC(=S)N2CCN(c3ncccn3)CC2)c1,8,i,5,3,1,8,-1,-1,-5,1
CCS(=O)(=O)N1Cc2ccccc2CC1C(=O)NCC12CC3CC(CC(C3)C1)C2 (stereo unspecified),28,i,5,10,1,8,-6,7,1,5
CCOC(=O)N1CCC(NC(=O)c2ccc3nc(N4CCOCC4)sc3c2)CC1,21,i,-1,2,0,7,-14,.,-2,2
CCOC(=O)c1c(CSCc2ccccc2)oc2ccc(O)c(CN(C)C)c12,-4,i,2,-4,-1,-25,-37,7,-79*,-84
CC1(C)Cc2c(cnn2-c2ccccc2)C(NC(=O)CCCN2CCCCC2=O)C1 (stereo unspecified),9,i,0,0,1,6,-18,-1,-7,-12
CCOn1c(=O)c[n+]([O-])c2ccccc21,33,i,2,4,0,-6,-27,-1,9,-6
CCC(C(=O)NCc1ccccn1)n1c2ccccc2c2nc(=O)cc(C)n21 (stereo unspecified),23,i,-4,0,-3,-1,-21,1,-3,2
CCOC(=O)C1=C(CN2CCN(C(=O)c3ccco3)CC2)NC(=O)NC1c1ccc(OC(C)C)cc1 (stereo unspecified),15,i,5,4,0,28,4,-1,-3,-5
CN(Cc1ccc(F)cc1)C(=O)C(c1ccccc1)c1ccccc1,.,i,-1,-2,.,-6,20,-1,0,-6

Record cards, as listed above. Order of values: AI-2 QS modul	PolyA inh	HSP90 refold inh	IEC-6 cytotox	GSK3B inh	aSyn 5UTR inh	KLF5 inh	GSK3 alpha inh	HSF1 inhib	HSF1 activator
`CCC(C(=O)NCc1ccccn1)n1c2ccccc2c2nc(=O)cc(C)n21` (stereo unspecified) across the screens: 23	i	-4	0	-3	-1	-21	1	-3	2
`CCS(=O)(=O)N1Cc2ccccc2CC1C(=O)NCC12CC3CC(CC(C3)C1)C2` (stereo unspecified) across the screens: 28	i	5	10	1	8	-6	7	1	5
